# Source: PubChem BioAssay (several laboratories)
# RGS4 act: RGS4 potentiation or activation; HEK293 M3R/inducible RGS4, carbachol calcium flux Fluo4; active compounds read low; B-score at 10 µM; 310,000 compounds, 0.92% hits;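 active = B-score of the integrated calcium signal more than 4 SD below the library mean, with starting fluorescence not abnormally high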;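 also: negative B-score means reduced calcium response which marks RGS4 activation or potentiation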
#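 Test system: HEK293 cells with stable M3R and inducible RGS4; also added: carbachol at ECmax as muscarinic agonist stimulus; schedule: dye loading 30 min 37 °C, buffer rest 30 min RT; technique: kinetic calcium fluorescence imaging with Fluo4-AM dye, 2 µM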
# GSK3B inh: blocks human GSK3beta kinase activity; P49841; GST-GSK3beta kinase, ADP-Glo luminescence, 60 min; active compounds read low; activity score (negative = inhibition), % at 10 µM; 300,000 compounds, 0.038% hits; AID 2097;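 active = more than half of replicate wells score below -50%, meaning over 50% inhibition versus plate controls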;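 also: 0% = median DMSO wells and -100% = median GW8510 positive control wells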
#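 Assay system: GST-fused GSK3beta enzyme, cell-free / Medium: Tris pH 7.5 buffer with MgCl2, DTT, BSA, heparin / Also added: peptide substrate plus 25 µM ATP (final) / Compound: 10 µM single point / Timing: kinase reaction with compound 60 min at room temperature / Detection: ADP-Glo luminescence / Benchmarks: DMSO neutral wells and GW8510 at 20 µM as positive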
# KCNK9 inh: inhibitors of human KCNK9 two-pore domain potassium channel; Q9NPC2; HEK293 KCNK9, FluxOR thallium flux fluorescence; active compounds read low; B-score at 10 µM; 310,000 compounds, 1.2% hits;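 active = ratio B-score over 3 SD below the library mean, with starting fluorescence within 5 SD of its mean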;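 also: negative B-score means less thallium flux so channel inhibition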
# PolyA inhibitor: blocks polyadenylation in yeast reporter cells. S. cerevisiae SKY197-pL101 polyadenylation reporter, beta-gal luminescence; efflux-impaired pdr1/pdr3 knockout yeast; score 100 = 6 SD above DMSO. calls only at 12 µM. 300,000 compounds, 0.02% hits. AID 1875;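 active = lowest replicate activity score at least 50, where 100 means six control SD above control mean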;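 also: yeast exposed to compound for 9 h at 30 °C; higher score means more reporter readthrough which indicates perturbed polyadenylation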
# KCNQ1 pot: potentiators or activators of human KCNQ1 potassium channel; P51787; CHO-K1 KCNQ1, thallium flux FluxOR fluorescence; active compounds read high; B-score at 10 µM; 310,000 compounds, 0.35% hits;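 active = fluorescence ratio B-score, a plate-corrected score, at least three library SD, with initial intensity B-score within 5 SD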
# Target sequence (P51787 whole entry, looked up): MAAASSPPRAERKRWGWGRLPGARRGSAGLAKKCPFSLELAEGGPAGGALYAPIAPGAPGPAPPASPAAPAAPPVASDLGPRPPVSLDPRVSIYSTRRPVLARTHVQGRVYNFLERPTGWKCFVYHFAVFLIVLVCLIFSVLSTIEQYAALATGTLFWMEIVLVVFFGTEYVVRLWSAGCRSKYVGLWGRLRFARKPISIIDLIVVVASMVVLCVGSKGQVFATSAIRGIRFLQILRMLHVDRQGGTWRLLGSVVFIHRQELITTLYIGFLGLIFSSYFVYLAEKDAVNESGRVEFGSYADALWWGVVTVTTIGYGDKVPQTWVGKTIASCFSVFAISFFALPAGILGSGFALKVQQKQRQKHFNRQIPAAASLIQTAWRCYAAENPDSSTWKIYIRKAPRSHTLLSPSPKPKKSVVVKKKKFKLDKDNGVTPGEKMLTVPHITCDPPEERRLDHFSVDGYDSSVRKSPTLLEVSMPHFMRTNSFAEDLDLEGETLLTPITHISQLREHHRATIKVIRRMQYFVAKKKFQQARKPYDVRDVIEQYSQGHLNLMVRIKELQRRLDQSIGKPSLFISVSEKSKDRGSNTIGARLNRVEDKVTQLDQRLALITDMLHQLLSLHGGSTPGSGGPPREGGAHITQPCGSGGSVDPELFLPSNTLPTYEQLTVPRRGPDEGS
#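 Material: CHO-K1 cells stably expressing KCNQ1. Medium: assay buffer for compound exposure, DMSO matched across wells. Reagent: K+/Tl+ depolarizing stimulus. Compound dosing: single-concentration screen. Times: 37 °C overnight plating, 90-min dark dye load, 20-min compound pretreatment. Technique: FluxOR Tl+ flux fluorescence.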
# KCNQ1 inh: inhibitors of human KCNQ1 potassium channel; P51787; B-score at 10 µM; 310,000 compounds, 1.3% hits; CHO-K1 KCNQ1, FluxOR thallium flux fluorescence; active compounds read high;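 active = compounds whose thallium flux B-score, printed positive for inhibition, exceeds three library SD while starting fluorescence stays within three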;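 also: channel opened by potassium depolarization with thallium stimulus after 20 min compound exposure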
# GSK3 alpha inh: blocks human GSK-3 alpha kinase; P49840; ADP-Glo luminescence, 60 min; inhibition, % at 10 µM; 320,000 compounds, 0.1% hits;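 in the data active = inhibition above about 50%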;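 also: GST-tagged GSK-3 alpha with peptide substrate and 25 µM ATP; 0% = DMSO neutral wells and 100% = GW8510 positive control wells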
# RGS4 block: inhibitors of human RGS4. HEK293 M3R/RGS4 inducible, Fluo-4 calcium flux; active compounds read high; triggered by carbachol at its EC20. B-score at 10 µM. 310,000 compounds, 0.45% hits. AID 463165;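 active = B-score, a plate-corrected calcium signal, over three deviations above library mean, with baseline fluorescence within five deviations of library mean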;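 also: RGS4 expression induced by doxycycline in cells with stable M3 receptor; B-score is computed from the integrated fluorescence ratio over baseline after carbachol; higher B-score means a larger calcium signal and so more RGS4 inhibition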
# KCNK3 inh: human KCNK3 channel inhibition, primary screen; O14649; CHO-KCNK3 thallium flux, FluxOR fluorescence; active compounds read low; B-score at 10 µM; 340,000 compounds, 0.84% hits;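 active = B-score under library mean minus 4 SD, starting fluorescence ratio at most library mean plus 5 SD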;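 also: more negative B-score means stronger inhibition of thallium flux through KCNK3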
# Target sequence (O14649 whole entry, looked up): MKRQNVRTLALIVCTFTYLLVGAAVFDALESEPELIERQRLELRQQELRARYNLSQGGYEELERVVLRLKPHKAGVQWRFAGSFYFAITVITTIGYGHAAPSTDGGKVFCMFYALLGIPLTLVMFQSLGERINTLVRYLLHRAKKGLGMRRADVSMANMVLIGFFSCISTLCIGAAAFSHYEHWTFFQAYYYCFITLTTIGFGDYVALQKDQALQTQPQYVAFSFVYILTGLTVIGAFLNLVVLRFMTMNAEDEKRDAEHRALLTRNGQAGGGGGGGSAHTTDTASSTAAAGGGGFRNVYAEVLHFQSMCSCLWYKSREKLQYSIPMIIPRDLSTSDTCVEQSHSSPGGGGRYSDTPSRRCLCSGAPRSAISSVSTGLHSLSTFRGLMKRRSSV
# hERG protect: shields human hERG channel from block by proarrhythmic agents; 310,000 compounds, 0.51% hits; activation (rescue from dofetilide block), less the hit threshold, % at 10 µM; CHO-hERG, FluxOR thallium flux, dofetilide IC70 present; Q12809; AID 1511;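 active = activation above the mean of controls blocked by dofetilide plus 5 SD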;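 also: thallium influx through hERG after potassium depolarization seen as dye fluorescence rise; in these data hits start at about 4.7%; inactives centre near -7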
# Dyrk1A ADPGlo: Dyrk1A (rat) kinase inhibition; ADP-Glo luminescence, NFATc1 peptide; inhibition, % at 12.5 µM; 310,000 compounds, 0.43% hits; AID 504441; in the data active = inhibition above about 50%;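 also: plate controls were vehicle with enzyme for no effect and no enzyme for full effect; many of its hits are not listed in these tables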
# Active calls of the source: *; i = inactive; nt = not tested or not shown. Only part of the results is shown (hit frequency here may not be typical).
SMILES	RGS4 act	GSK3B inh	KCNK9 inh	PolyA inhibitor	KCNQ1 pot	KCNQ1 inh	GSK3 alpha inh	RGS4 block	KCNK3 inh	hERG protect	Dyrk1A ADPGlo
COc1ccc(C2(C(=O)NC(C)C)CCCC2)cc1OC	i	6	i	i	i	i	-2	i	i	-8	3
Cc1ccc(-c2ccnc3c(Cl)c(C)nn23)cc1	i	-1	i	i	i	i	1	i	i	-4	-1
O=C(N/N=C/c1cccs1)C1COc2ccccc2O1 (stereo not drawn)	i	3	i	i	i	i	-5	i	i	-4	5
COc1ccc(N2C(=O)C(F)(F)C2c2ccc(C)cc2)cc1OC (stereo not drawn)	i	1	i	i	i	i	0	i	i	-19	3
O=C(NN1CCOCC1)c1ccc(F)cc1	i	2	i	i	i	i	0	i	i	-12	-6
Cc1ccc(NC(=O)c2ccc3c(c2)OCCO3)cc1C	i	-2	i	i	i	i	2	i	i	-8	3
C=CCN1C(=O)c2ccc(C(=O)N(C)CC(=O)Nc3ccc(Br)cc3C)cc2C1=O	i	3	i	i	i	i	nt	i	i	-5	-4
CCOc1ccc(S(=O)(=O)Nc2cccc(C(=O)NCC3CCCO3)c2)cc1 (stereo not drawn)	i	nt	i	i	i	i	-1	i	i	-7	0
O=c1c2ccccc2c(C=NCCO)c(O)n1-c1ccccc1	i	2	i	i	i	i	6	i	i	-7	12
CCSc1ccccc1C(=O)Nc1ccc([N+](=O)[O-])cc1OC	i	2	i	i	i	i	6	i	i	-24	3
COc1ccccc1CN(C)C(C)C(=O)Nc1cccc(C(C)=O)c1 (stereo not drawn)	i	1	i	i	i	i	-2	i	i	-7	13
Cc1ccc(S(=O)(=O)N2CCC(C(=O)Nc3nnc(-c4ccco4)s3)CC2)cc1	i	2	i	i	i	i	5	i	i	-2	6
O=C(Nc1ccn(Cc2ccccc2F)n1)c1ccc(COc2ccc(Cl)cc2Cl)o1	i	1	i	i	i	i	1	i	i	-11	-4
COc1cccc(/C=C2/SC(=S)N(CC(=O)NC3C=CS(=O)(=O)C3)C2=O)c1 (stereo not drawn)	i	0	i	i	i	i	3	i	i	-8	-2
CCOc1cc2c3c(c1)C(C)=CC(C)(C)N3C(=O)C2=O	i	0	i	i	i	i	-1	i	i	-7	-12
CCOC(=O)N1CCN(S(=O)(=O)c2ccc(-n3cnnn3)cc2)CC1	i	1	i	i	i	i	-1	i	i	-3	-3
O=C(c1ccc(NS(=O)(=O)c2ccc3[nH]c(=O)[nH]c3c2)cc1)N1CCCC(C(F)(F)F)C1 (stereo not drawn)	i	-2	i	i	i	i	0	i	i	-10	-7
CCN1CCN(c2nc3c(c(=O)[nH]c(=O)n3C)n2Cc2ccccc2F)CC1	i	-2	i	i	i	i	0	i	i	-9	-7
Nc1c(C(=O)N2CCOCC2)oc2ccccc12	i	1	i	i	i	i	-5	i	i	-8	nt
CC1Cc2ccccc2N1C(=O)CCn1cccn1 (stereo not drawn)	i	-2	i	i	i	i	-3	i	i	-1	-1
Clc1ccc(OCCCCN2CCc3ccccc3C2)cc1	i	4	i	nt	i	i	nt	i	i	-14	-5
Cc1ccc(C)c(S(=O)(=O)N2CCCC2CNC(=O)C(=O)NCCN2CCOCC2)c1 (stereo not drawn)	i	2	i	i	i	i	-32	i	i	-13	4
Cc1cc(C)cc(N2C(=O)C3C4C=CC(C4)C3C2=O)c1 (stereo not drawn)	i	-2	i	i	i	i	1	i	i	-4	10
O=C(c1cc2nc(-c3ccco3)cc(C(F)(F)F)n2n1)N1CCN(c2ccccc2)CC1	i	-1	i	i	i	i	-4	i	i	0	-2
COc1ccc(-c2[nH]ncc2CNCc2cc(C)n(C)n2)c(F)c1	i	-5	i	i	i	i	-2	i	i	-18	-3
Cc1ccc(NC(=O)CCC(=O)OCc2ccc(Br)cc2)cc1	i	2	i	i	i	i	0	i	i	-7	-2
CCOC(=O)c1cc(CC)sc1NC(=O)CC1SC(N)=NC1=O (stereo not drawn)	i	0	i	i	i	i	nt	i	i	-13	2
CC(c1ccccc1)n1cc(C(=O)NCc2cccnc2)nn1 (stereo not drawn)	i	2	i	i	i	i	0	i	i	-6	-4
COc1ccc(NC(=O)NCc2ccc(Cl)cc2)cc1	i	0	i	nt	i	i	nt	i	i	-10	-6
O=[N+]([O-])c1cc(-c2nnc(-c3ccccc3)o2)ccc1Oc1ccc(Cl)cc1	i	-1	i	i	i	i	0	i	i	-3	-2
COc1ccc(-c2nc3ncccn3c2Nc2ccc3c(c2)OCCO3)cc1	i	1	i	i	i	i	nt	i	i	-5	-2
OCc1ncccc1O	i	0	i	i	i	i	3	i	i	-5	-4
O=C(Cn1nc(-c2ccccc2)c2ccccc2c1=O)Nc1ccc(F)cc1	i	6	i	i	i	i	2	i	i	-1	4
O=C(NCCOc1ccccc1)C(=O)NCC1CCCO1 (stereo not drawn)	i	-7	i	i	i	i	-2	i	i	-18	nt
Cc1ccc(S(=O)(=O)/N=C2\CN(C)C(=O)N2C)cc1	i	3	i	i	i	i	-5	i	i	-9	-4
CN(C)CCNC(=O)c1onc(CSc2ccc(F)c(F)c2)c1C(=O)NCCN(C)C	i	-2	i	i	i	i	-1	i	i	-1	3
O=C(O)c1ccc(NC(=O)C(c2ccccc2)c2ccccc2)cc1	i	0	i	i	i	i	-3	i	i	-1	nt
COC(=O)C1=NN(N=O)C2(CC(=O)N(c3cc(C)cc(C)c3)C2=O)C1 (stereo not drawn)	i	0	i	i	i	i	10	i	i	-13	-2
O=S(=O)(NCc1ccccn1)c1cc(Cl)ccc1Cl	i	nt	i	i	i	i	1	i	i	-2	11
CCN(CC)C(=O)CSc1nnc(-c2cccc(OC)c2)o1	i	0	i	i	i	i	-2	i	i	-9	0
CCC1C(=O)NCCN1C(=O)c1cccc(OC2CCN(S(=O)(=O)N(C)C)CC2)c1 (stereo not drawn)	i	3	i	i	i	i	0	i	i	-8	3
Cc1cc(-c2nn(-c3ccccc3F)cc2CN2CCN(c3ccncc3)CC2)c(C)s1	i	1	i	i	i	i	4	i	i	-19	2
Cc1ccccc1C(=O)NNC(=O)Nc1ccccc1	i	3	i	i	i	i	0	i	nt	-5	nt
CNC(=O)COc1ccc(S(=O)(=O)Nc2ccc(C)cc2)cc1	i	2	i	nt	i	i	-1	i	i	-3	0
CC(=O)Nc1nonc1NC(=O)CSc1ccccn1	i	1	i	i	i	i	nt	i	i	-13	3
Cc1cc(C)c2[nH]c(=O)c(CN(CC3CCCO3)C(=S)NCc3ccco3)cc2c1 (stereo not drawn)	i	1	i	i	i	i	-7	i	i	-9	6
Cc1ccc(S(=O)(=O)NCCc2ccccc2)cc1	i	1	i	i	i	i	-17	i	i	-8	6
O=C1c2ccccc2C(=O)N1CCOc1ccccc1Cl	i	2	i	i	i	i	-1	i	i	-10	3
COc1cc2c(cc1NC(=O)CSc1nccn1C)oc1ccccc12	i	3	i	i	i	i	-1	i	i	-8	1
O=C(c1ccccc1Oc1nnnn1-c1ccccc1)N1CCOCC1	i	-2	i	i	i	i	-1	i	i	-4	6

# (list continues)
SMILES	RGS4 act	GSK3B inh	KCNK9 inh	PolyA inhibitor	KCNQ1 pot	KCNQ1 inh	GSK3 alpha inh	RGS4 block	KCNK3 inh	hERG protect	Dyrk1A ADPGlo
COc1ccccc1CNc1nc(=S)[nH]c2cc(OC)c(OC)cc12	i	-1	i	i	i	i	-2	i	i	-8	0
O=C(N/N=C/c1ccccc1F)NC12CC3CC(CC(C3)C1)C2	i	1	i	i	i	i	2	i	i	3	-3
CC(C)(CNc1ccc(S(=O)(=O)C(F)(F)F)cc1[N+](=O)[O-])N1CCOCC1	i	1	i	i	i	i	-1	i	i	-8	-3
CC1Cc2nc(SCC(=O)Nc3ccc4c(c3)OCO4)n(CCc3ccccc3)c(=O)c2S1 (stereo not drawn)	i	2	-12*	i	i	i	0	i	i	-10	9
Cc1ccc(C)c(C2NC(=O)c3ccccc3N2)c1 (stereo not drawn)	i	4	i	i	i	i	-1	i	i	-8	6
CC(CN1CCC(n2nccc2NC(=O)c2ccccc2Cl)CC1)c1ccccc1 (stereo not drawn)	i	3	i	i	i	i	0	i	i	-12	-4
O=C(COC(=O)C1CCN(S(=O)(=O)c2cccs2)CC1)c1cc2ccccc2o1	i	3	-7.8*	i	i	i	0	i	i	-9	1
CN(C(=O)COC(=O)c1cccs1)c1c(N)n(Cc2ccccc2)c(=O)[nH]c1=O	i	-4	i	i	i	i	0	i	i	-18	nt
COc1ccc(CN2CCOCC2)cc1	i	0	i	i	i	i	-1	i	i	-1	-3
O=C(CN1C(=O)COc2ccc(S(=O)(=O)N3CCOCC3)cc21)NCc1ccco1	i	1	i	i	i	i	-4	i	i	-10	3
COc1ccc(NC(=O)Cc2nnc(SCC(=O)NC3CCCCC3C)n2C)cc1 (stereo not drawn)	i	-4	i	i	i	i	-2	i	i	-4	-2
COc1ccccc1N1CCN(S(=O)(=O)CCNC(=O)c2cccc(F)c2)CC1	i	3	i	i	i	i	-1	i	i	-16	3
CC(=O)Nc1nc(-c2ccccc2)ns1	i	1	i	i	i	i	1	i	i	-8	3
CCOc1cc(C(N)=O)cc(Cl)c1OCC	i	-4	i	i	i	i	1	i	i	-16	-5
NC(=NCCc1ccccc1)NC(=O)c1cc(Cl)ccc1O	i	-5	i	i	i	i	11	i	i	-5	0
CCc1ccccc1Nc1nc(N)nc(COC(=O)CCNS(=O)(=O)c2ccccc2)n1	i	0	-8.1*	i	i	i	3	i	i	-17	-9
COc1ccc(S(=O)(=O)N2CCCC2)cc1NC(=O)c1ccccc1F	i	2	i	i	i	i	0	i	i	-11	-4
CS(=O)(=O)c1ccccc1-c1nc(-c2cccc(Cl)c2)no1	i	-2	i	i	i	i	-1	i	i	-10	4
